PfGluPho inh: PfG6PD (Plasmodium falciparum) enzyme inhibition. inhibition, % at 20 µM. PfGluPho enzyme, NADPH resazurin-diaphorase fluorescence. hit rate 0.78% among 350,000;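 active means inhibition reaching at least a set limit at 20 µM in the primary screen, cut at about 59% in these data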;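 further: 0% = DMSO wells with substrate and 100% = DMSO wells lacking glucose-6-phosphate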
SENP1 FRET inh: inhibitors of human SENP1 SUMO protease catalytic domain | Q9P0U3 | recombinant SENP1 catalytic domain, CyPet-SUMO1-YPet FRET cleavage | inhibition, % at 10 µM | hit rate 0.21% among 360,000;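 active means inhibition at least 30% at 10 µM, raw YFP signal under a set limit, fluorescence ratio 0.5 to 1.5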;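 further: 0% = enzyme with DMSO and 100% = no enzyme wells; some results filed as inactive read as strong as hits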
Target sequence (Q9P0U3 419-644 limits assumed): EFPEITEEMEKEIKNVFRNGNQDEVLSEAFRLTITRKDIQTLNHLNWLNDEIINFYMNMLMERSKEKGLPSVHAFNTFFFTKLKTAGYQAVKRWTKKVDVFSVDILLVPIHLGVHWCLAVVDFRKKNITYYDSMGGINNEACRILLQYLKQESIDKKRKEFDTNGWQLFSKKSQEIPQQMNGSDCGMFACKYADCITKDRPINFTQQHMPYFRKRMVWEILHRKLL
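System: Recombinant human SENP1 catalytic domain, His6-tagged | Incubation: Enzyme reaction for 50 min at room temperature, dark | Medium: Tris pH 8 with BME, BSA, NP40 and catalase | Also added: 25 nM SUMO1 FRET substrate | Compound: 10 µM single point, 0.5% DMSO | Measured by: FRET fluorescence in CFP and YFP emission channels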
NR3A LBD binder: modulates the human NR3A ligand-binding domain; NR3A LBD differential scanning fluorimetry, Tm shift; 0% = protein alone, 100% = glycine-bound protein; Tm shift relative to glycine control, % at 25 µM; hit rate 2.5% among 340,000;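 active means melting temperature shift of at least 10% of the positive control shift, at one fixed dose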
MPTP block: inhibitors of mitochondrial permeability transition pore | isolated mouse mitochondria, Ca2+ swelling absorbance, 30 min | inhibition, % at 10 µM | hit rate 1.4% among 360,000;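 active means inhibition of 50% or more, scaled per plate between neutral and stimulator controls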;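 further: 0% = DMSO wells given calcium and 100% = 1 mM EGTA wells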
SENP8 inh: blocks human SENP8 cleavage of Nedd8 substrate; Q96LD8; inhibition, % at 20 µM; hit rate 0.64% among 360,000; recombinant SENP8, Nedd8 substrate fluorescence; in the data active means inhibition mostly above about 40%, no sharp cut-off; inactive means mostly below about 27%
Target sequence (Q96LD8 whole entry, looked up): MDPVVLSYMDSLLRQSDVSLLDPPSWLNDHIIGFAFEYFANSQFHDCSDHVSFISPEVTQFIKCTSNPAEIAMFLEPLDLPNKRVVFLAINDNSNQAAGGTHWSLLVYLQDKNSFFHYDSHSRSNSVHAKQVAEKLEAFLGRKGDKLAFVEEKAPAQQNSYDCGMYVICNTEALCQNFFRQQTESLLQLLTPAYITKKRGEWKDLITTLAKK
hIAP act: increases human intestinal alkaline phosphatase activity; purified human IAP, CDP-Star luminescence, 30 min; hits give high values; 1 = vehicle-only enzyme, 0 = enzyme-free background; hit rate 0.16% among 330,000; P09923; activation factor at 10 µM;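 active means activation factor of the enzyme at least 2-fold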; further: the source names both 10 and 20 µM as test concentration; values of inactives mirror those of a sister screen read the other way
SENP6 inh: SENP6 protease inhibition; Q9GZR1; Recombinant SENP6 catalytic domain, aminoluciferin luminescence; inhibition, % at 10 µM; hit rate 1.8% among 330,000; AID 2599;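 active means inhibition above about 50% at the single tested dose, limit read from the data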;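 further: plate controls were DMSO wells with enzyme for no effect and DMSO wells lacking enzyme for full effect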
Target sequence (Q9GZR1 628-1112 limits assumed): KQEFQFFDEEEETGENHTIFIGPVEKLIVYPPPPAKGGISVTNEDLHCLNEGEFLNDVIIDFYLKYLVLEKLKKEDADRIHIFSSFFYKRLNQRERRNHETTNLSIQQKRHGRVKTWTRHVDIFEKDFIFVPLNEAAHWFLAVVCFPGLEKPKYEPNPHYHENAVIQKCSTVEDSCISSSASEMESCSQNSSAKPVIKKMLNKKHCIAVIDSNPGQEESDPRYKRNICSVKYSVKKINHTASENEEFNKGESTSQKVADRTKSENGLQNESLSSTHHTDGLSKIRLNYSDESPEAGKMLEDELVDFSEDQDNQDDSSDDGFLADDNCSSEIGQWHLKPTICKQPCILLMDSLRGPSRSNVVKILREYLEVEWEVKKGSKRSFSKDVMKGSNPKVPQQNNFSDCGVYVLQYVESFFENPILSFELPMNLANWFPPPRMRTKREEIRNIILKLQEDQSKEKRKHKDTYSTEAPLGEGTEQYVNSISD
ATG4B inh: blocks human ATG4B protease cleavage of LC3 substrate; hit rate 0.51% among 340,000; ATG4B cleavage of LC3-PLA2, NBD-HPC fluorescence, 1 h; Q9Y4P1; inhibition, % at 8.33 µM; in the data active means inhibition above about 40%
* marks the source's active call; other numbers are inactive results. Outcome played no part in choosing rows; about 6.7% have a hit in one of these screens.

Structure | PfGluPho inh | SENP1 FRET inh | NR3A LBD binder | MPTP block | SENP8 inh | hIAP act | SENP6 inh | ATG4B inh
COc1cc(/C=C/C(=O)O)cc(S(=O)(=O)Nc2ccc3[nH]c(=O)[nH]c3c2)c1OC | 9 | -4 | -2 | -0.8 | 3 | 0.96 | -11 | -2
CC1CC1C(=O)OCC(=O)Nc1ccc(S(=O)(=O)N2CCOCC2)cc1 (configuration not stated) | -4 | 1 | 0 | -0.4 | -8 | 0.89 | 2 | 2
CCc1ccccc1NC(=O)CSc1n[nH]c(-c2cccnc2)n1 | -16 | 0 | -2 | -0.7 | 1 | 1 | 8 | -9
COc1cc(C(CCN2CCCC(C)C2)c2c(OC)cc(OC)c3c2OC(=O)CC3c2ccc(N(C)C)cc2)cc(OC)c1OC (configuration not stated) | 15 | 0 | -1 | -0.3 | 10 | 1.1 | -17 | 0
O=c1c(-c2ccc(Cl)cc2)cnc2n1CCS2 | 2 | 2 | 0 | -2.3 | -17 | 0.94 | -7 | 3
CC1(C(=O)N2CCN(C(=O)c3ccco3)CC2)CC1(Br)Br (configuration not stated) | -12 | 2 | 0 | -2.2 | 0 | 0.82 | -9 | 1
O=C(OCCOCCN=C1NS(=O)(=O)c2ccccc21)c1ccccc1Br | -13 | 1 | 4 | 0.0 | 3 | 1.3 | -18 | -1
CN(CCOc1ccc(Cl)cc1)C(=O)C1CCN(C(=O)c2ccc(F)cc2)CC1 | 8 | 2 | -2 | -1.0 | 1 | 0.98 | -11 | 6
Cc1c(/N=C/c2ccco2)n(Cc2ccccc2)c2ccccc12 | -23 | 5 | -1 | 1.4 | 2 | 0.94 | -12 | 2
CCCCCC(=O)Nc1cc(S(=O)(=O)N2CCOCC2)ccc1N1CCN(C)CC1 | 6 | -3 | 1 | 0.0 | 5 | 1.2 | 10 | -13
O=C(NCc1cccs1)C1CCC(CNS(=O)(=O)c2ccccc2)CC1 (configuration not stated) | -5 | 2 | 2 | -4.2 | -8 | 1.1 | 0 | -6
COc1ccc(CCNC(=O)[C@@H](NC(N)=O)C(C)C)cc1 | 16 | 2 | -1 | 0.5 | 6 | 1.1 | -13 | 4
Cc1ccc2nc(-c3ccccc3)oc(=O)c2c1 | 6 | 4 | 0 | -0.1 | -138 | 1.1 | 46 | 2
O=C(Nc1ccc(-c2noc(CCc3ccccc3)n2)cc1)c1ccco1 | 17 | -5 | -3 | -0.2 | -10 | 1.4 | 78* | 7
O=C(Nc1ccc(F)cc1)N(Cc1cccs1)Cc1cc2cc3c(cc2[nH]c1=O)OCO3 | 3 | 1 | -12 | -0.4 | -341 | 1.1 | -7 | 29
O=C1OC(Nc2ccc3c(c2)OCO3)c2ccccc21 (configuration not stated) | 57 | 0 | -3 | 3.1 | 9 | 1 | -4 | 0
Cc1ccc(NC(=O)c2ccc(=O)n(CC(=O)Nc3c(C)cc(C)cc3C)n2)cc1 | -16 | 1 | 2 | 0.2 | 9 | 0.92 | -6 | 19
Cc1ccccc1CC(=O)N1CCN(C(=O)C2CCCO2)CC1 (configuration not stated) | 10 | 0 | 1 | -0.4 | 11 | 0.82 | -4 | -2
COc1cc(Nc2cc(C)nc3ncnn23)cc(OC)c1 | -13 | 2 | 3 | -0.4 | 10 | 1 | 2 | -4
Cc1cc(S(=O)(=O)N2CCOCC2)ccc1F | -7 | -1 | 0 | 1.3 | 19 | 0.84 | 0 | -2
Cc1ccc(C(=O)NCC(=O)N(C)Cc2ccc(Cl)cc2Cl)s1 | 9 | 1 | 2 | 0.4 | 4 | 0.96 | -7 | -4
CC1(C(=O)O)Cc2ccccc2C(=O)O1 (configuration not stated) | 0 | 0 | -1 | -1.2 | 13 | 0.84 | 0 | 13
CCOC(=O)CSC1=C(C#N)C(=O)NC2(CCCCC2)S1 | 0 | 1 | 0 | -4.1 | 6 | 1.1 | -7 | 8
COc1ccc(CCNC(=O)C2CCCN(S(=O)(=O)c3ccc(OC)cc3)C2)cc1 (configuration not stated) | 2 | -4 | 3 | -1.5 | 10 | 1 | -8 | 1
CC1CC(C)CN(C(=O)c2ccc(S(=O)(=O)N3CCCCC3)cc2)C1 (configuration not stated) | -13 | 1 | -3 | 0.1 | 13 | 1.2 | -15 | 21
COc1ccc(C(=O)OCC(=O)c2ccc3c(c2)NC(=O)CO3)cc1[N+](=O)[O-] | -8 | 1 | 2 | -1.9 | 5 | 0.98 | -15 | -9
CC1CCN(S(=O)(=O)c2ccc3c(c2)CC(C)N3C(=O)C2CCC2)CC1 (configuration not stated) | 6 | 0 | 1 | 1.1 | 9 | 1.2 | 10 | -6
Cc1cc(C(=O)COC(=O)c2ccc(Cl)c(S(N)(=O)=O)c2)c(C)n1CC1CCCO1 (configuration not stated) | 11 | -1 | 1 | -0.8 | 13 | 0.86 | -5 | -3
O=C(NC1CCN(Cc2ccccc2)CC1)c1cn(-c2ccccc2)nc1-c1cccnc1 | 3 | -8 | 0 | -2.3 | 14 | 1.1 | -18 | -6
COc1cccc(NC(=O)c2ccc(NC(C)=O)cc2)c1 | 1 | 1 | 2 | -1.9 | 14 | 1.1 | -22 | -14
Cc1ccc(S(=O)(=O)N/N=C/c2ccc(OCC(=O)N3CCOCC3)cc2)cc1 | 3 | 0 | 1 | 0.9 | 7 | 1 | 0 | -1
C/C(=N\O)C(=O)NCCN1CCCCC1 | 0 | 0 | -1 | 0.3 | 16 | 0.99 | -2 | -6
O=C(Nc1ccc(N2CCOCC2)c(Cl)c1)c1ccccc1F | 30 | 3 | -2 | -0.9 | 8 | 0.96 | -2 | 3
CC(=O)Nc1ccc(C(=O)OCc2ccc(Cl)c(Cl)c2)cc1 | -1 | -3 | 0 | -0.5 | 2 | 1 | -21 | 4
Cc1ccc(-c2cc(-c3ccc(F)cc3)c(C#N)c(N)n2)o1 | 48 | -25 | -4 | 8.3 | -378 | 1.1 | -12 | -1
COc1cc(C=O)ccc1OCC(=O)N1CCCC1 | -1 | 2 | -1 | -1.5 | 1 | 0.92 | 8 | -3
OCCN(Cc1ccccc1)Cc1cccc(F)c1 | 6 | 1 | 1 | -0.9 | 18 | 0.82 | 19 | -1
CC(C)c1ccc(S(=O)(=O)N2CCN(CC(=O)Nc3ccc4c(c3)OCO4)CC2)cc1 | 7 | 0 | 0 | 0.8 | 2 | 1.1 | -4 | -13
Cc1ccc(N=Nc2cc(C)ccc2O)c(C)c1 | 17 | 3 | 2 | -1.1 | 31 | 0.94 | 24 | 2
CCOC(=O)C1=C(CSc2nc(CC)c(C)cc2C#N)OC(N)=C(C#N)C1c1ccc(OC)cc1 (configuration not stated) | 33 | -23 | -10 | 4.8 | -285 | 1 | 2 | -10

Compound profiles (already shown). Values in the order: PfGluPho inh | SENP1 FRET inh | NR3A LBD binder | MPTP block | SENP8 inh | hIAP act | SENP6 inh | ATG4B inh
Cc1ccc(N=Nc2cc(C)ccc2O)c(C)c1 is listed as 17 | 3 | 2 | -1.1 | 31 | 0.94 | 24 | 2
COc1cc(Nc2cc(C)nc3ncnn23)cc(OC)c1 is listed as -13 | 2 | 3 | -0.4 | 10 | 1 | 2 | -4
CC1(C(=O)N2CCN(C(=O)c3ccco3)CC2)CC1(Br)Br (configuration not stated) is listed as -12 | 2 | 0 | -2.2 | 0 | 0.82 | -9 | 1

The list continues:
Structure | PfGluPho inh | SENP1 FRET inh | NR3A LBD binder | MPTP block | SENP8 inh | hIAP act | SENP6 inh | ATG4B inh
CCC(NC(=O)CCc1c(C)c2cc3c(-c4ccccc4)coc3cc2oc1=O)C(=O)O (configuration not stated) | -12 | -1 | 1 | 0.2 | -209 | 1 | -5 | 19
Cc1nn2c(=O)cc(CSc3nc4ccccc4[nH]3)nc2s1 | 24 | 0 | -1 | -0.8 | 2 | 0.74 | -22 | 2
CCN1CCN(CCNC(=O)c2ccc3c(c2)N(Cc2cccc(Cl)c2)C(=O)c2ccccc2S3=O)CC1 (configuration not stated) | -2 | 1 | 0 | -0.1 | 22 | 0.94 | -16 | 3
COc1cc(C2NC(=O)NC(C)=C2C(=O)OC2CCCC(C)C2)cc(Br)c1O (configuration not stated) | 6 | 5 | -1 | -0.5 | 9 | 0.81 | 2 | -7
Cn1nnc2c(NCc3ccco3)nccc21 | -4 | -2 | 0 | -1.0 | -217 | 1 | -32 | -8
COc1ccc(C2C(C#N)=C(N)OC3=C2C(=O)CC(C)(C)C3)cc1 (configuration not stated) | 0 | -1 | 0 | -0.2 | 10 | 0.93 | -7 | 1
CCn1nnnc1SCC(=O)c1ccc2c(c1)OCCO2 | -19 | 1 | -2 | -0.1 | 20 | 1.2 | -11 | -5
O=C(O)CCC(=O)c1ccc2c(c1)CCCC2 | -25 | -1 | 0 | -2.7 | 11 | 1.1 | -24 | 7
COc1cc(/C=C2/C(=N)N3OC(C)=CC3=NC2=O)ccc1OCCOc1ccc(C)cc1 | 5 | 24 | 1 | 2.3 | -282 | 0.87 | 5 | -3
COc1ccc(-c2[nH]ncc2CN2CCCN(c3ccccc3)CC2)c(F)c1 | 11 | -1 | -2 | 3.2 | 23 | 1.1 | -5 | -31
Cn1c(=O)[nH]c2c(Cl)nccc21 | -24 | 0 | 0 | 0.0 | 14 | 1.2 | 18 | -2
O=C(NCc1ccc(F)cc1)c1ccc2c(c1)S(=O)(=O)c1ccccc1C2=O | 4 | 2 | -11 | -2.4 | 29 | 1.1 | -10 | -4
Cc1ccc(C)c(OCc2nnc(SCC(=O)NC(=O)NCc3ccco3)o2)c1 | 18 | -1 | -1 | 0.1 | 13 | 0.95 | -35 | 2
C[C@H](NC(=O)c1nc[nH]c1C(=O)NCC(=O)OC(C)(C)C)C(=O)OC(C)(C)C | -2 | 2 | 0 | 0.7 | 11 | 1.5 | -18 | 0
CC1CCCCC1NC(=O)C1CC(=O)N(Cc2ccccc2)C1 (configuration not stated) | -11 | -2 | 2 | 0.1 | -1 | 1 | -4 | -3
CCCC(=O)Nc1ccc(Cl)c(NC(=S)NC(=O)C(C)C)c1 | -17 | 1 | 7 | 3.6 | 1 | 1 | -3 | 3
COc1ccccc1N1CCN(C(=O)c2cc3c(s2)-c2ccccc2OC3)CC1 | 10 | -1 | -1 | -0.3 | -409 | 1.1 | 0 | 2
CCc1ccc(CN(C)CC(=O)Nc2ccc3c(c2)CCC3)cc1 | 16 | -1 | 5 | 7.8 | 11 | 0.84 | 11 | -5
C=CCn1c(CNC(=O)c2ccco2)nnc1SCC(=O)c1ccccc1 | 27 | 0 | 0 | 10 | 8 | 1.1 | 0 | -1
Cc1ccc2oc(-c3cccc(NC(=O)Cc4cccs4)c3)nc2c1 | -9 | 0 | -10 | 0.6 | -26 | 1 | 1 | 0
O=S(=O)(c1ccc(F)c(F)c1F)N1CCN(c2ncnc3sccc23)CC1 | 14 | -18 | -6 | 68* | -9 | 1.1 | -11 | -5
N#CCCN(C(=O)COC(=O)CNC(=O)c1ccc(-c2ccccc2)cc1)c1ccc(F)cc1 | 0 | 3 | -1 | 0.2 | -3 | 0.94 | -17 | -15
CCOc1ccccc1NC(=O)COC(=O)Cc1ccsc1 | 5 | 1 | 2 | -2.1 | -3 | 0.89 | -17 | -5
COc1ccc(OCC(O)CNS(=O)(=O)c2cccc(Cl)c2)cc1 (configuration not stated) | 8 | 1 | 1 | 6.5 | 20 | 0.78 | -1 | -11
Cc1ccc(/C=N/Nc2cc(C)nc(NCc3ccccc3)n2)cc1 | 29 | 0 | 1 | 42 | 3 | 0.92 | -47 | 64*
COc1ccc(C/C(N)=N/n2cnnc2)cc1 | 5 | 3 | 1 | 0.0 | 7 | 1 | 0 | -6
Cn1c(=O)c(=O)n(C)c2cc(S(=O)(=O)N3CCN(c4cccc(C(F)(F)F)c4)CC3)ccc21 | -19 | 2 | -5 | 3.2 | -127 | 1.1 | -5 | -8
